SMARCA2 activ: increases SMARCA2 function in MMTV reporter cells. MG213 cells, MMTV-luciferase reporter, dexamethasone, overnight. activation, % at 9.1 µM. hit rate 1% among 370,000; in the data active = activation above about 7.8%;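 note: 0% = vehicle wells and 100% = reference activator wells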
hgDAF-12 ag: activates the H. glycines DAF-12 receptor ligand-binding domain; HEK293 GAL4-hgDAF12 UAS-luciferase reporter, agonist luminescence; normalized to butyrate control; activation, % at 6.8 µM; hit rate 1.8% among 370,000;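 active = activation above a cutoff set at the mean of all screened compounds plus 3 SD, cut at about 10% in these data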;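 note: 0% = DMSO wells and 100% = sodium butyrate wells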
hcDAF-12 act: activators of H. contortus DAF-12 nuclear receptor; activation, % at 6.8 µM; hit rate 1.4% among 370,000; AID 652067; HEK293 hcDAF-12 lit1-tk-luc reporter, luminescence; 0% DMSO, 100% Δ7-dafachronic acid;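 active = activation above the mean of all tested compounds plus 3 SD, cut at about 5.5% in these data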;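 note: 100% = response to 3 µM Δ7-dafachronic acid high control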
ssDAF12 agonist: S. stercoralis DAF-12 activation, primary screen; HEK293 ssDAF-12/GRIP1 lit1-tk-luc reporter, luminescence; % of 3 µM dafachronic acid response; activation, % at 6.8 µM; hit rate 1% among 370,000;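 active = activation above the mean over all tested compounds plus 3 SD, cut at about 0.9% in these data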;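 note: 0% = DMSO-only wells and 100% = 3 µM delta7-dafachronic acid wells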
DAX1 inh-1: DAX1 (NR0B1) inhibition, primary screen; HEK293T StAR-luciferase reporter, SF-1/DAX-1 repression relief; hit rate 1.1% among 370,000; AID 652010; inhibition, % at 6.8 µM;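 active = inhibition above the mean over all tested compounds plus 3 SD, cut at about 3.6% in these data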;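 note: 0% = DAX-1 cells with DMSO and 100% = cells lacking DAX-1 with DMSO; higher inhibition means more luminescence from relief of DAX-1 repression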
GC-B act: GC-B (human) receptor activation; P20594; HEK293-GC-B cells, CNP EC30, cGMP TR-FRET; 0% at EC30 CNP, 100% saturating CNP; activation, % at 10 µM; hit rate 0.11% among 370,000;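 active = activation at 10 µM reaching about 35% in either raw or pattern-adjusted values, limit read from the data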
NPR1 activator: GC-A (human) enzyme activation; P16066; HEK293 GC-A cells, cGMP TR-FRET, EC30 ANP; 0% at EC30 ANP, 100% saturating ANP; activation, % at 10 µM; hit rate 0.14% among 370,000; in the data active = activation above about 40%
Target sequence (P16066 whole entry, looked up): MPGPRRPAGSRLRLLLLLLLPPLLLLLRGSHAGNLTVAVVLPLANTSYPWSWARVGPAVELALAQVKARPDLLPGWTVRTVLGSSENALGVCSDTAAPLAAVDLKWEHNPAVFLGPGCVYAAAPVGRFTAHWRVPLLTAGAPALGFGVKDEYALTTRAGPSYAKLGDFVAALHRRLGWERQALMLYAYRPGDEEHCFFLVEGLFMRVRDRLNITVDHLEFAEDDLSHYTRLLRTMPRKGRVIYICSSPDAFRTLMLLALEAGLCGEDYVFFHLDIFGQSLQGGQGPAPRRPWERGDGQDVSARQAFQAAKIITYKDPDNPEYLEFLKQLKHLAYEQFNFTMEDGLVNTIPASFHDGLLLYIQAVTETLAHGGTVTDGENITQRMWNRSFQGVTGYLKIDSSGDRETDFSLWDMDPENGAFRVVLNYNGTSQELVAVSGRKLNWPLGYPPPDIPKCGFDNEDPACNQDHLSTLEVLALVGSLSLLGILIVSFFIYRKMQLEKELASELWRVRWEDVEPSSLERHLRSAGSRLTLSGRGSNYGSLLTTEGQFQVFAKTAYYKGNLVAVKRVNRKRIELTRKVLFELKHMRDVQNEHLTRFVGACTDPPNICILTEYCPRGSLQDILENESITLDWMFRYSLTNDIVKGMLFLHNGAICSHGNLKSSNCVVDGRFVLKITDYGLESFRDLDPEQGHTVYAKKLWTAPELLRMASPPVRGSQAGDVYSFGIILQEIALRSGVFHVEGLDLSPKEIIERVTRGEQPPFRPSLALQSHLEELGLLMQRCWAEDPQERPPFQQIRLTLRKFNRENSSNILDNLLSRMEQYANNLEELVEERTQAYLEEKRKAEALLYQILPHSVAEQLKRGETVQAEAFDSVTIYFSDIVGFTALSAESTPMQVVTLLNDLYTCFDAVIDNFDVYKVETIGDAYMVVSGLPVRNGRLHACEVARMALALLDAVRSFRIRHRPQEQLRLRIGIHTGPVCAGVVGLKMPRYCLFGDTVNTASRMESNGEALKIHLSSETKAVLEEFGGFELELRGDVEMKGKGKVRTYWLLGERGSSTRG
FXN GAA850 act: frataxin GAA850 promoter activation; HEK293 lucGAA850 FXN promoter luciferase reporter, 24 h; percent of 10 µM SAHA response; activation, % at 6 µM; hit rate 0.56% among 360,000; AID 540364;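 active = activation above the average of all compounds screened plus 3 SD, cutoff fixed separately per campaign, cut at about 7.5% in these data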;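 note: 0% = DMSO wells and 100% = 10 µM SAHA wells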
ADAM10 inh: ADAM10 inhibition, QFRET primary screen; O14672; recombinant ADAM10, EDANS/DABCYL FRET peptide cleavage, 3 h; inhibition, % at 7 µM; hit rate 0.62% among 370,000; AID 720582;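 active = inhibition above a per-campaign cutoff equal to the mean of compounds falling between control-based bounds plus 3 SD, cut at about 20% in these data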;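 note: 0% = DMSO wells while the 100% control is not disclosed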
DAX1 inh-2: NR0B1 (DAX1) inhibition; P51843; AID 504766; HEK293 Gal4-DAX1 luciferase reporter, luminescence; hit rate 0.99% among 340,000; inhibition, % at 6.75 µM;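 active = inhibition above the mean over all tested compounds plus 3 SD, cut at about 4.2% in these data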;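 note: 0% = DAX1-transfected cells with DMSO and 100% = empty-vector control cells with DMSO; inhibition shows as a rise in luminescence from relieved DAX1 repression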
HGIII-sPLA2 inh: Inhibits HGIII-sPLA2 liposome hydrolysis, primary screen; QFRET BODIPY PC-A2 liposome hydrolysis, fluorescence; inhibition, % at 12.2 µM; hit rate 0.56% among 370,000; AID 743126;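 active = inhibition above mean plus 3 SD of compounds lying within the high and low control bounds, cut at about 19% in these data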;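 note: 0% = median of test compound wells and 100% = no enzyme DMSO wells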
* hit, by the source's call; i = inactive.

SMILES	SMARCA2 activ	hgDAF-12 ag	hcDAF-12 act	ssDAF12 agonist	DAX1 inh-1	GC-B act	NPR1 activator	FXN GAA850 act	ADAM10 inh	DAX1 inh-2	HGIII-sPLA2 inh
Cc1sc2nc(C3CC3)nc(N3CCN(C(=O)c4ccc(Cl)cc4)CC3)c2c1C	1	-3.9	-4.8	-1.4	-1.0	-8	-4	0.3	10	-2.5	-1
CNS(=O)(=O)/C=C/c1ccccc1	-3	1.8	0.5	-2.5	-0.1	-2	0	-1.8	-3	0.6	4
Cc1c(NC(=O)C(C)OC(=O)c2cccnc2Cl)c(=O)n(-c2ccccc2)n1C (stereo unspecified)	6	-0.8	2.4	-1.5	-1.1	2	4	0.1	-6	0.2	-1
O=C1CSC(c2ccc([N+](=O)[O-])cc2)N1c1ccccc1F (stereo unspecified)	3	-0.5	-0.6	-2.1	0.2	-1	-3	1.0	-2	0.9	-3
CCCCCCCC(=O)Oc1ccc(C(=O)Nc2cc(C)on2)cc1	0	-2.6	-0.5	-0.9	0.1	3	0	2.4	-5	1.1	3
CCC(C)[C@@H](C(=O)NCC1CCC(C(=O)O)CC1)n1nnc2ccccc2c1=O (stereo partly specified)	-1	-3.7	0.3	-0.2	-0.1	2	4	1.7	-5	-0.6	20*
CCc1ccc(NC(=S)N(Cc2cccnc2)Cc2ccco2)cc1	-1	3.7	-1.5	-2.0	-0.2	4	-2	1.8	0	-1.0	-3
COc1ccc([N+](=O)[O-])cc1C(=O)Nc1ccc(OCC(=O)N2CCOCC2)cc1	-3	-0.2	-0.9	-0.6	-0.2	0	2	2.0	-6	0.4	2
CC1CC(=O)Nc2ccccc2N1C(=O)Nc1ccc(F)cc1F (stereo unspecified)	2	-0.7	-1.2	-0.2	-0.6	4	3	1.3	10	2.4	-3
COc1ccc(OC)c(CN2CCN(C(=O)CCNC(=O)c3ccc(Br)cc3)CC2)c1	-1	-2.2	-1.6	-1.1	-0.4	-13	-27	0.1	-2	-0.8	-2
NC(=O)c1ccccc1OCC(=O)c1ccc(Cl)cc1	3	4.2	-0.8	-1.8	-0.6	-2	-1	-0.2	2	-0.5	-24
CN(C)Cc1cc(CCNC(=O)c2ccc(Cl)cc2)ccc1O	-2	-0.6	0.4	-1.5	-0.3	-2	0	0.4	8	0.4	10
O=C(Nc1nc2ccccc2[nH]1)c1cccc(S(=O)(=O)N2CCOCC2)c1	-2	3.1	-1.1	-1.7	-0.4	1	-2	6.8	-6	-0.7	17
CCS(=O)(=O)c1ccc2c(c1)N(S(C)(=O)=O)CC(C(=O)NCc1ccccc1OC)O2 (stereo unspecified)	1	-2.8	-1.8	-0.9	0.3	-1	-1	-3.2	-6	2.8	3
CC(C)NCC(O)COc1ccc(COCCOC(C)C)cc1 (stereo unspecified)	-7	-2.1	-1.2	-1.2	0.3	-5	6	-0.2	-3	-0.9	0
Cc1cc(SCCOc2ccccc2)nc(N)n1	0	7.2	-2.5	-0.5	1.6	-1	3	1.9	4	5.1*	-4
CCCCOC(=O)CCN1C(=O)/C(=C2\SC(=S)N(CCC(=O)OCCCC)C2=O)SC1=S	1	5.3	2.5	-0.7	1.0	5	5	2.2	-10	-0.8	22*
O=c1c2ccccc2[nH]c2ccccc12	-1	-0.2	-2.4	-1.2	-0.4	-4	3	2.5	i	-1.4	9
O=C(CSc1nc2ccccc2c(=O)n1CCCN1CCOCC1)Nc1ccc(Br)cc1	5	0.6	-1.0	-1.6	-2.4	2	2	-2.5	-1	-1.9	-13
Cc1cc(=O)n2nc(N3CCC(C(=O)NC(C)c4ccccc4)CC3)sc2n1 (stereo unspecified)	-1	-1.9	0.3	0.4	0.4	-2	-2	0.6	-3	0.2	-5
COc1cccc(/C=N/n2c(N)nc3ccccc32)c1OC	3	4.5	-0.7	-1.9	1.4	-5	-17	1.3	5	0.5	-1
Cc1cccc(C2Nc3ccccc3C(=O)N2NC(=O)c2ccc([N+](=O)[O-])cc2)n1 (stereo unspecified)	1	-1.6	-1.7	-1.0	-0.1	10	-3	-3.4	4	0.9	3
COC(=O)c1c(C)oc(C)c1S(=O)(=O)Nc1ccc(C(C)C)cc1	-4	-0.7	-2.4	-1.9	-0.2	-4	-7	0.5	8	1.5	-2
CC1CCCC(NC2CCCCNC2=O)C1 (stereo unspecified)	-5	-1.3	-1.1	-1.0	-0.5	4	5	3.7	-11	0.8	3
CCOC(=O)C1=C(COC(=O)[C@@H](NC(=O)c2cccc(C)c2)C(C)C)NC(=O)NC1C (stereo partly specified)	1	2.6	0.6	-0.3	2.0	0	-3	1.1	-2	0.6	0
Cc1cccc(C)c1OCC(O)CN1CCN(c2ccccn2)CC1 (stereo unspecified)	0	-2.1	-1.5	-1.6	-0.2	2	2	-0.7	2	0.4	-4
COc1ccc(C2CC(c3ccccc3)=NN2C(=O)CSc2ncn[nH]2)cc1 (stereo unspecified)	0	8.7	0.4	-1.1	1.4	-3	6	3.2	2	-0.1	-39
Oc1ccc(/C=N/n2c(-c3ccccc3)n[nH]c2=S)cc1Br	-2	-0.6	-1.7	-1.6	-0.2	-2	-3	0.0	1	0.0	6
COc1ccccc1OCC(=O)NCc1cccs1	-1	2.0	-1.6	-1.1	0.3	-2	2	1.1	3	0.9	4
CC(C)C(NC(=O)C1CCCCC1)C(=O)NC1=NCCS1 (stereo unspecified)	-3	0.5	0.3	-0.9	-0.9	-3	3	-1.1	-2	-0.7	-6
COc1ccccc1NC(=O)C(=O)NCCCN1CCCC1=O	4	1.7	1.0	-0.6	3.2	-4	-1	0.8	2	1.2	4
CCOc1ccc(NC(=O)C(=O)NCCN2CCN(C(=O)c3ccc(C)cc3)CC2)cc1	-2	-1.8	-1.8	-0.7	-0.3	-2	-1	-1.1	-1	-1.4	2
O=C(Nc1cccc(S(=O)(=O)Nc2ccc(Cl)cc2)c1)c1ccc(Cl)nc1	-4	-9.8	-4.1	-2.9	-2.8	-17	-23	-6.9	31*	-5.1	-57
CCOc1ccc(NC(=O)c2cccnc2C(=O)O)cc1	1	0.3	-1.5	-1.1	-0.2	2	0	-2.9	-2	1.1	7
CCOc1ccc(-c2c(=O)n(OCC)c3ccccc3[n+]2[O-])cc1	-1	2.3	-0.8	-0.4	-0.2	3	5	3.0	-9	3.1	2
N#CCC(=O)Nc1ccc(C(=O)NCc2ccccn2)cc1	-1	1.2	-1.5	-1.2	-0.2	1	-1	1.6	-7	-0.4	-13
COc1ccc(C(=O)Oc2ccc3c(C)cc(=O)oc3c2C(C)=O)cc1	0	-1.9	-1.8	-0.2	-0.1	5	1	0.8	-9	2.2	3
O=C1CN(c2nc(-c3ccccc3)c3ccccc3n2)c2ccccc2N1	-5	0.6	0.7	-0.9	0.1	-9	-22	0.3	-21	-0.5	-14
COCCN(C(=O)C1CC1)c1nnc(-c2cccc(C)c2)s1	-5	1.5	-0.6	-0.8	0.5	-1	1	2.8	0	0.3	3
O=C(CCc1ccccc1)NNC(=O)C1CCCCC1	1	-3.4	0.4	-1.5	-0.5	3	1	-2.8	-3	-0.7	3
O=S(=O)(NCc1csc(-c2cccs2)n1)c1ccccc1	0	0.6	0.3	-1.6	1.1	2	-2	0.9	-23	2.3	-2
Cc1ccc(Oc2ncccc2/C=N/OCc2ccc(Cl)cc2Cl)cc1	-1	0.4	-0.3	-0.2	-0.1	-3	-1	0.1	-3	-0.4	7
CCNC(=S)Nc1nc2c(cc1C(=O)OCC)CCCC2	1	-0.8	1.0	-0.8	0.1	19	13	0.1	-6	2.8	3
COc1ccc(C(=O)Nc2cnn(Cc3ccc(Cl)cc3)c2)cc1OC	4	-3.9	-3.4	-1.5	1.6	1	-1	2.8	8	-1.5	-6
C=CCn1c(COC)nnc1SCC(=O)c1ccc(F)cc1	-1	1.8	1.2	-0.6	0.1	0	0	1.3	-11	0.3	-6
O=C(CCc1nc2ccccc2c(=O)[nH]1)NNC(=O)COc1ccc(Br)cc1	-2	5.0	-0.3	-1.2	2.7	-1	4	0.2	-5	2.2	-3
O=c1ccnc(Sc2ncccc2[N+](=O)[O-])[nH]1	0	0.3	0.3	-0.3	1.0	6	2	-0.8	2	0.2	4
COc1ccc(Br)cc1/C=N/N1CCN(Cc2ccccc2Cl)CC1	4	2.9	0.6	-1.4	-0.3	-2	-3	0.3	-1	-0.6	-2
Cc1ccc(C(c2nnnn2CCc2ccccc2)N2CCSCC2)cc1 (stereo unspecified)	1	-0.7	0.7	-0.6	-0.5	-14	-14	3.5	-1	0.4	-1
Cc1nn(-c2nnc(NC3CCCCC3)nn2)c(C)c1Br	2	18*	6.1*	1.8*	5.2*	-1	1	8.6*	9	3.7	17
CCOC(=O)Cc1cnc(NC(=O)CSc2nc3ncnc(N)c3[nH]2)s1	5	1.0	-1.5	-1.3	0.4	-2	1	1.2	5	1.2	-1
COC1=C(Nc2ccc(OC)cc2)C(=O)C(OC)=C(Nc2ccc(OC)cc2)C1=O	1	3.6	-1.5	-0.4	0.4	-6	1	1.4	-13	0.3	10
CCCCCCCCCOC(=O)C1N2C(=O)[C@@H](NC(=O)COc3ccccc3)[C@H]2SC1(C)C (stereo partly specified)	-1	0.6	-1.6	-0.9	-0.1	-2	0	-1.1	-2	0.6	0
CCOC(=O)Cc1csc(SCC(=O)Nc2cccc(C#N)c2)n1	1	-3.1	-0.9	-1.8	-0.1	2	5	-1.6	1	-0.3	-5
COc1ccc(CCNC(=O)c2coc3ccccc3c2=O)cc1OC	-1	2.5	-1.3	-0.6	-0.1	2	0	-1.2	-3	-1.5	-2
CC(=Nc1ccccc1)C1=C(O)CC(C)(C)CC1=O	-1	-3.0	-1.4	-1.1	-0.1	1	2	0.9	-1	2.4	-2
COC(=O)c1cc(-c2ccccc2)sc1N	0	5.8	0.6	-1.0	0.2	1	16	4.0	1	1.4	10
CC(C)Oc1ccc(-c2cc(=O)[nH]c(=O)[nH]2)cc1	2	1.2	0.1	-0.8	-0.2	1	-1	0.2	4	0.1	8
COCCC(=O)N1CCC(Oc2ccc(C(=O)N(C)CCCC3CCCC3)cc2)CC1	-1	-1.9	-2.7	-1.3	-4.7	0	3	3.1	7	-0.3	0
O=C1CSC(c2cccc([N+](=O)[O-])c2)N1Cc1ccccc1 (stereo unspecified)	-2	-0.7	-1.6	-1.8	0.0	1	-1	1.4	6	-0.6	0

Compound activity as filed in PubChem BioAssay.
